FBW7 activator: activators of human E3 ligase FBW7 | AlphaScreen FBW7–phospho-cyclin E peptide binding, activator screen | 650,000 tested, 0.13% active | normalized activity (activation), % at 26.1 µM | Q969H0; in the data active = normalized activity above about 1.9%;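 also: purified mutant Fbw7 with reduced substrate affinity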
MITF inh: inhibitors of human MITF | 650,000 tested, 0.91% active | AID 1259374 | O75030 | AlphaScreen MITF homodimerization, bead proximity signal | inhibition, % at 2.6 µM; in the data active = inhibition above about 50%;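 also: 0% = vehicle wells with protein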
Target sequence (O75030 whole entry, looked up): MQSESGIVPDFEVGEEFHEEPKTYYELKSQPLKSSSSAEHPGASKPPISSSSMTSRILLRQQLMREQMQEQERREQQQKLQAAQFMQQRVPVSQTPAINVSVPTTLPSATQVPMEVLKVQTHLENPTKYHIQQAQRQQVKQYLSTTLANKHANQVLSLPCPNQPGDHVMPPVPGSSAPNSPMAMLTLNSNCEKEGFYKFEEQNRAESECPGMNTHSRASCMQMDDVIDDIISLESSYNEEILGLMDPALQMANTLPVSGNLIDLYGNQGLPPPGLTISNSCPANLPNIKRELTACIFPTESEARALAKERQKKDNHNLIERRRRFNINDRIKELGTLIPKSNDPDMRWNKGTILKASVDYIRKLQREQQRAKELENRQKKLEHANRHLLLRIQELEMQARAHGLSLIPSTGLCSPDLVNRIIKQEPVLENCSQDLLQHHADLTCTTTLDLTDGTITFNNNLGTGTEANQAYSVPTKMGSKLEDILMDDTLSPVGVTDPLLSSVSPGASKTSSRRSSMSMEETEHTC
TEAD-YAP inh: TEAD-YAP interaction inhibition. HEK-TIYL cells, TEAD-Gal4/YAP UAS-luciferase luminescence. inhibition, % at 9.12 µM. 640,000 tested, 1.4% active; in the data active = inhibition above about 32%;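 also: 0% = median of test compound wells and 100% = reference inhibitor wells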
GPR151 activ: activators of human GPR151; 650,000 tested, 1% active; activation, % at 11.2 µM; Q8TDV0; PathHunter beta-arrestin GPR151 cells, luminescence; in the data active = activation above about 4.9%;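 also: 0% = median of compound wells and 100% = cells with positive control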
Target sequence (Q8TDV0 whole entry, looked up): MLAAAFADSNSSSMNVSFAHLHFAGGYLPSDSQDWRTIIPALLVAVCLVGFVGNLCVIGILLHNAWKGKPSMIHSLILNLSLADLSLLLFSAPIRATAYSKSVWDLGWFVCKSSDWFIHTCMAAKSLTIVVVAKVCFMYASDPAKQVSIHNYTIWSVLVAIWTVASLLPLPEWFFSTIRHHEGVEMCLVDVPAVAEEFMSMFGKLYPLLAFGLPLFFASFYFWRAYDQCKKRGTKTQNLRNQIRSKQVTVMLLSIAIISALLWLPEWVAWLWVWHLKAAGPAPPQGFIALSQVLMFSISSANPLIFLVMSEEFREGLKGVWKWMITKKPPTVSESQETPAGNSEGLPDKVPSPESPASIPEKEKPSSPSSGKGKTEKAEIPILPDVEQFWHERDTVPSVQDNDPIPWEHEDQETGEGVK
* = called active by the depositor.

The first 2 compounds (preview)
mol | FBW7 activator | MITF inh | TEAD-YAP inh | GPR151 activ
Cc1cccc(CC(=O)NCc2ccc3c(c2)cc(C)n3C)c1 | 0.0 | 12 | 0 | 0.1
CC(=O)c1cccc(-c2cncc(C(=O)NC3CC3)c2)c1 | 0.1 | 11 | 4 | 1.0

Main list, from the first entry:
mol | FBW7 activator | MITF inh | TEAD-YAP inh | GPR151 activ
Cc1cccc(CC(=O)NCc2ccc3c(c2)cc(C)n3C)c1 | 0.0 | 12 | 0 | 0.1
CC(=O)c1cccc(-c2cncc(C(=O)NC3CC3)c2)c1 | 0.1 | 11 | 4 | 1.0
O=C(Cn1c2ccccc2c(=O)c2ccccc21)Nc1nc2ccccc2s1 | 0.1 | 0 | 12 | 0.3
CCCN1C(=O)/C(=C/c2c(N3CCCC3)nc3ccccn3c2=O)SC1=S | 0.3 | 0 | 2 | -0.2
C=CCn1c(SCC(=O)c2ccc(F)cc2)nc2sc3c(c2c1=O)CCC3 | -0.1 | -8 | 2 | -1.4
O=C1N[C@@H](CO)C(=O)N2CCN(Cc3ccc(Cl)s3)C[C@H]12 | -0.1 | 1 | -4 | -0.5
CCC(C)NC(=O)c1ccc(N2CC3CC(C2)c2cccc(=O)n2C3)c(NC(=O)c2ccccc2Cl)c1 (stereo unspecified) | 0.0 | 7 | -12 | -0.8
CC1(C)CC(=O)C2=C(C1)Nc1ccccc1NC2c1ccc([N+](=O)[O-])o1 (stereo unspecified) | 0.1 | -5 | -4 | -1.0
CCCOc1ccc(NC(=O)C(=O)NCC2CCCO2)cc1 (stereo unspecified) | -0.1 | 5 | -5 | -0.5
COc1ccc(-c2nnc(Nc3nc4c(OC)cccc4s3)o2)c(OC)c1 | -0.3 | 19 | 28 | -0.4
COc1ccc2cc(C(=O)CSc3ncccn3)ccc2c1 | -0.2 | 0 | 13 | -0.5
O=C(COC(=O)c1ccc(Cl)cc1)c1ccc(Br)cc1 | 0.1 | 17 | 0 | -1.4
Cc1ccc2c(c1)N(CCCC(=O)NC[C@H]1CCCO1)C(=O)CO2 | 0.9 | 4 | -8 | 0.2
COc1ccc(-n2c(=S)[nH]c3cc(C(=O)NCc4ccccc4OC)ccc3c2=O)cc1 | 0.1 | 6 | -1 | -1.1
O=C(Cn1nc(-c2ccccc2F)ccc1=O)Nc1ccc(F)cc1 | -0.1 | 3 | 6 | 2.2

Entries of single compounds from above. Values in the order: FBW7 activator	MITF inh	TEAD-YAP inh	GPR151 activ
`CC1(C)CC(=O)C2=C(C1)Nc1ccccc1NC2c1ccc([N+](=O)[O-])o1` (stereo unspecified) reads 0.1	-5	-4	-1.0
`COc1ccc2cc(C(=O)CSc3ncccn3)ccc2c1` reads -0.2	0	13	-0.5
`CCCN1C(=O)/C(=C/c2c(N3CCCC3)nc3ccccn3c2=O)SC1=S` reads 0.3	0	2	-0.2
`Cc1ccc2c(c1)N(CCCC(=O)NC[C@H]1CCCO1)C(=O)CO2` reads 0.9	4	-8	0.2
`O=C(Cn1c2ccccc2c(=O)c2ccccc21)Nc1nc2ccccc2s1` reads 0.1	0	12	0.3

Additional structures.
mol | FBW7 activator | MITF inh | TEAD-YAP inh | GPR151 activ
Cc1[nH]nc2c1C(c1ccc(OC(=O)c3cccs3)cc1)C(C#N)=C(N)O2 (stereo unspecified) | -0.1 | 2 | 6 | -0.5
C=CCn1c(SCC(=O)NCc2cccnc2)nc2sc3c(c2c1=O)CCC3 | 0.0 | -3 | -8 | 1.4
N#Cc1c(/N=c2\oc3ccc(Cl)cc3cc2C(=O)Nc2ccccc2)sc2c1CCCC2 | 1.1 | 11 | 3 | 1.6
Cc1ccc(N2C(=O)CSC2c2ccc(F)cc2)cc1Cl (stereo unspecified) | 0.2 | -5 | 1 | 2.3
O=C(NCCN1CCOCC1)c1sc2ccccc2c1Cl | 0.0 | 2 | -19 | -1.2
Cc1c(/C=N/NC(=O)c2ccncc2)c2ccccc2n1C | -0.1 | 6 | -2 | 3.0
COC(=O)COc1ccc(S(=O)(=O)N2CCCCC2)cc1C | -0.1 | -1 | -2 | 0.0
O=C(COC(=O)c1ccc(F)cc1Cl)NC1CCCC1 | 0.2 | 8 | 3 | 1.5
O=S(=O)(NCCN1CCN(c2ccccc2)CC1)c1cccnc1 | 0.1 | 4 | 2 | 1.6
Cc1cc(NCCCN2CCCC2=O)n2nc(C)c(-c3ccccc3)c2n1 | -0.2 | -11 | -11 | -0.1
CC(C)c1ccc(C(=S)N2CCOCC2)cc1 | 0.1 | -4 | -3 | -0.2
CC(C)Sc1nc(N2CCCC2)c2cnn(CCNC(=O)c3cccc(F)c3)c2n1 | -0.1 | 13 | -6 | -2.0
CCC(=O)Nc1nc(C)c(-c2csc(Nc3ccc(OC)cc3)n2)s1 | -0.1 | 11 | 33* | -1.0
O=C(O)CCC(=O)Nc1ccc(C(=O)N2CCCCC2)cc1 | 1.4 | 12 | 14 | -0.6
Cc1cnc(CN(C)c2nncc(-c3ccc(Cl)cc3)n2)[nH]1 | 0.4 | 12 | -4 | -1.6
O=C(Nc1ccc(-c2nc3ccccc3s2)cc1)C1CC1 | 0.2 | 14 | 79* | -3.5
O=C(Cc1cccs1)N/N=C\c1c(F)cccc1Cl | -0.1 | -10 | -18 | -0.3
CCN(c1ccccc1)S(=O)(=O)c1cc2[nH]c(=O)c(=O)[nH]c2cc1C | -0.2 | 7 | 4 | 4.9
O=C(O)c1c(CNCc2ccccc2Cl)c2ccccc2n1Cc1cccc(F)c1 | 0.2 | 9 | 12 | 0.7
Cc1ccc(S(=O)(=O)Oc2cccc(/C=N/n3cnnc3)c2)cc1 | 0.1 | 11 | -21 | 0.0
COc1ccc(NC(=O)c2ccco2)cc1NC(=S)NC(=O)c1ccccc1[N+](=O)[O-] | -0.1 | -1 | 1 | -1.6
O=C(c1ccc(N2CCC(N3CCN(c4ccccc4)CC3)CC2)cc1)N1CCCC(O)C1 (stereo unspecified) | 1.0 | 1 | -4 | 1.8
COc1ccc(/C=N/NC(=O)c2cccc(N)c2)c(C(=O)O)c1OC | 0.4 | 16 | -26 | 2.9
COc1cc(/C=c2/sc3nc4cc(C)c(C)cc4n3c2=O)cc(Br)c1O | 0.0 | 3 | 10 | -0.2
N#Cc1ccc(CSc2nc3ccccc3s2)cc1 | 0.8 | 4 | -43 | -2.8
Cc1nn(S(=O)(=O)c2ccc(F)cc2)c(-c2ccccc2)c1Sc1ccccc1 | 0.3 | -9 | -1 | -0.1
COc1cccc(CNCCC2CCC(=O)N2C2CCOC(C)(C)C2)c1 (stereo unspecified) | 0.3 | 2 | -19 | 0.3
CCc1ccc(NC(=S)N(Cc2ccccc2C)CC2CCC(C(=O)O)CC2)cc1 (stereo unspecified) | 0.0 | 5 | -4 | -0.3
Cc1ccc2nc(C(F)(F)F)c(C(=O)N3CCCCC3)n2c1 | 0.0 | 16 | 3 | -0.2
OC(OCC1Cc2ccccc2O1)C1Cc2ccccc2O1 (stereo unspecified) | 0.1 | -1 | 6 | -1.3
O=[N+]([O-])c1c(NCCO)cc(N2CCN(c3ccccn3)CC2)c2nonc12 | 0.0 | 15 | 1 | 1.3
O=C(NN1CC(C(=O)OCc2ccc(Cl)cc2Cl)CC1=O)c1ccccc1 (stereo unspecified) | 0.0 | 1 | 1 | -0.9
CCOc1ccc(NC(=O)CN2C(=O)CC(c3ccco3)Sc3ccccc32)cc1 (stereo unspecified) | 0.1 | 0 | 15 | 1.2
CCCCCCOC(=O)C1=C(C)NC(=O)NC1c1cccc(Cl)c1 (stereo unspecified) | -0.1 | 6 | -3 | -0.9
COc1ccc(CCNC(=O)c2ccc(OC)c(OC)c2)cc1OC | -0.1 | -1 | 8 | 2.1
Cc1sc2nc(SCC(=O)Nc3cccc(Cl)c3)n(C)c(=O)c2c1C | 0.5 | 4 | 13 | -1.5
O=[N+]([O-])c1ccc(Nc2ncnc3ccccc23)cc1 | 0.8 | 14 | -14 | -0.1
O=C(CSc1nnc(-c2cccnc2)o1)c1ccc(Oc2ccccc2)cc1 | 0.1 | -1 | -9 | -0.9
CCCC(=O)Nc1ccc(NC(=O)CSc2nnc(-c3cccs3)n2C)cc1 | 0.8 | -15 | -11 | 0.5
O=S1(=O)CCC(NCCc2ccccc2)C1 (stereo unspecified) | 0.0 | 7 | -9 | -1.3
O=C(O)CC1(CC(=O)N2CCN(c3nc(-c4ccccc4)c4ccccc4n3)CC2)CCCC1 | 0.1 | -7 | 0 | -1.2
O=c1nc(N/N=C/c2cccs2)cn[nH]1 | 0.1 | 27 | 15 | -3.9
COc1ccc(-c2ccn[nH]2)c(O)c1 | -0.1 | 0 | -30 | 0.6
O=C(NNS(=O)(=O)c1ccc(Cl)cc1)c1c(O)c2ccccc2[nH]c1=O | 0.6 | 10 | 14 | -1.1
COc1cccc(-c2nnc(SCc3ccc([N+](=O)[O-])cc3)n2N)c1 | 0.0 | 22 | 2 | -0.2

Additional compounds
mol,FBW7 activator,MITF inh,TEAD-YAP inh,GPR151 activ
CCCC(=O)N1CCC2(CC1)CC(=O)c1ccccc1O2,0.2,-12,4,0.5
Cc1ccccc1NS(=O)(=O)c1cc(Cl)ccc1Cl,0.0,0,0,1.8
COC(=O)c1ccccc1S(=O)(=O)N1CC=C[C@@H]1C(=O)NCc1ccc(OC)cc1,-0.1,3,-7,-0.7
Cc1noc(NS(=O)(=O)c2ccc(NC(=O)C34CC5CC(CC(C5)C3)C4)cc2)c1C,0.8,13,18,0.5
O=C(CSCc1ccco1)c1cc2ccccc2o1,-0.2,5,-44,-0.5
OCc1cccc(-c2cnn3c(NCCc4cccnc4)ccnc23)c1,0.7,1,89*,-1.2
CCc1ccc(NC(=O)c2[nH]c(C)c(C(C)=O)c2CC)cc1,0.0,13,-45,2.1
COc1ccc(-c2cc(C(=O)Nc3c(C)cc(C)cc3C)c3ccccc3n2)cc1OC,-0.1,-9,2,0.1
CCCc1nnc(N2C(=O)c3ccc([N+](=O)[O-])cc3C2=O)s1,0.2,8,2,-0.8
O=C(O)c1ccc(C2NC(C(=O)O)CS2)cc1 (stereo unspecified),0.1,6,-1,-0.3
CC1CCN(C(=O)Oc2ccccc2)CC1,0.0,2,1,1.4
O=C(Nc1ccc(Cl)cn1)c1cnn2c(C(F)(F)F)cc(-c3ccco3)nc12,0.1,-12,3,-1.5
Cc1ccc2c(c1)N(C(=O)N1CCC(C(=O)Nc3ccccc3Cl)CC1)CCO2,0.5,-1,1,0.5
COc1ccc(NC(=O)C(CCS(C)(=O)=O)NC(C)=O)cc1 (stereo unspecified),0.2,5,0,0.1
C=C(C)C1CC=C(C)/C(=N/NC(=O)OC)C1 (stereo unspecified),0.1,-4,-1,1.0
O=C(O)c1ccc(NC(=O)c2ccccc2NC(=O)c2ccccc2Br)cc1,0.0,6,3,0.4
Cc1ccccc1NC(=O)NCc1nc(-c2ccc(Cl)cc2)no1,0.6,3,-2,-1.7
COc1ccc(C(=O)O)cc1S(=O)(=O)Nc1ccccc1OC(F)F,-0.1,-8,-3,-0.5
Cc1ccc(-c2nc3ccccc3n2C)s1,-0.1,-1,-9,-0.7
CCOC(=O)C1=C(C)NC2=C(C(=O)c3ccccc32)C1c1ccccc1 (stereo unspecified),0.0,15,-8,0.7
CCc1nnc(NC(=O)c2cc(Cl)cc(Cl)c2)s1,0.1,10,4,0.1
O=C(CNc1cccc(Cl)c1)N/N=C/c1ccc(O)cc1,0.1,14,-7,0.2
Nc1cc(N)nc(SCC(=O)Nc2nnc(SCc3ccccc3)s2)n1,0.9,22,3,-0.1
COc1ccc(CN2CCOCCOCCOCCOCC2)cc1,0.0,3,12,0.9
Cc1ccc(N(CC(O)CN2C(=O)NC(C)(C)C2=O)S(=O)(=O)c2ccc3ccccc3c2)cc1 (stereo unspecified),-0.2,-4,4,-0.2
N#Cc1c(N)nc(SCC(=O)Nc2cccc3ccccc23)c(C#N)c1-c1cccc(Cl)c1,-0.1,-5,2,0.4
Cn1nnnc1CN1CCOCC1,0.7,9,-1,-0.3
CC(C)CCN1CCN(Cc2cn[nH]c2C2CCCCC2)CC1CCO (stereo unspecified),0.8,10,1,-3.0
COc1ccc(C2=N/C(=C\c3sccc3C)C(=O)O2)c(Br)c1,0.5,1,6,-1.4
COc1cc(/C=C(\C#N)c2nn(CCO)c(N)c2C#N)ccc1OCc1ccccc1Cl,-0.1,2,6,1.1
CCN=C(Nc1ccc2c(c1)OCO2)SC1CC(=O)N(c2cccc(Cl)c2)C1=O (stereo unspecified),0.0,3,4,1.9
C/C(=N\NC(=O)C(N)=O)c1ccc(C(C)(C)C)cc1,0.2,9,3,-0.4
Cc1cc(NC(=O)CSc2cn(CCNC(=O)c3ccc(F)cc3)c3ccccc23)no1,-0.1,10,3,-0.1

Assay outcomes: PubChem BioAssay, The Scripps Research Institute Molecular Screening Center
